Screens deposited in PubChem by Emory University Molecular Libraries Screening Center.
14-3-3g Raf: modulators of human 14-3-3 gamma - Raf peptide interaction | AID 422 | P61981 | FP, 14-3-3gamma / TMR-pS259-Raf peptide binding | 160,000 compounds, 0.19% hits | inhibition, % at 40 µM; in the data active means inhibition above about 30%;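 further: 0% = protein plus tracer without compound and 100% = blank with tracer alone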
Target sequence (P61981 whole entry, looked up): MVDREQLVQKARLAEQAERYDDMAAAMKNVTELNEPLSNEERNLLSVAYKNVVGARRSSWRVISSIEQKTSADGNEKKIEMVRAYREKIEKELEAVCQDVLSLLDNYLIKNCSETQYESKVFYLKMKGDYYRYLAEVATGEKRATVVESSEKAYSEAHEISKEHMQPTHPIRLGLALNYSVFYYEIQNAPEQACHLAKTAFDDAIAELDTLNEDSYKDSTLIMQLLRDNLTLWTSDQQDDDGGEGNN
* marks the source's active call; other numbers are inactive results; & = joins results of further samples.

Preview:
14-3-3g Raf | compound
-8 | N#Cc1ccccc1NC(=O)COC(=O)c1ccc(S(=O)(=O)N2CCCC2)cc1
-9 | CCCCCCCNC1CC(=O)N(c2ccc(Br)cc2)C1=O (configuration not stated)
-4 | CSc1ccc2c(c1)C(N1CCN(C)CC1)Cc1ccccc1S2 (configuration not stated)
-2 | Cc1ncc2c(c1OC(=O)c1ccccc1)COC(C)(C)OC2

The whole of this part, from the first entry:
14-3-3g Raf | compound
-8 | N#Cc1ccccc1NC(=O)COC(=O)c1ccc(S(=O)(=O)N2CCCC2)cc1
-9 | CCCCCCCNC1CC(=O)N(c2ccc(Br)cc2)C1=O (configuration not stated)
-4 | CSc1ccc2c(c1)C(N1CCN(C)CC1)Cc1ccccc1S2 (configuration not stated)
-2 | Cc1ncc2c(c1OC(=O)c1ccccc1)COC(C)(C)OC2
-3 | Cc1ccc(OCc2nnc(SCC(=O)c3cccs3)n2-c2ccccc2)cc1C
-8 | O=S(=O)(c1cccc2ccccc12)n1cnc2ccccc21
12 | O=C(c1ccccc1)C1C(=O)N(S(=O)(=O)c2ccccc2)CC1c1ccccc1 (configuration not stated)
-4 | CCN1CCN(C(C(=O)NC2CCCCC2)c2ccc(Cl)cc2)CC1 (configuration not stated)
-13 | CCCn1c(=N)c(C(=O)NC2CCCC2)cc2c(=O)n3ccccc3nc21
-11 | CCCCn1c(=S)[nH]c2cc3ccccc3cc2c1=O
-11 | CC(C)(C)C1=NN(c2ccc([N+](=O)[O-])cc2)C(c2ccccc2)C1 (configuration not stated)
-2&-14 | COc1ccc(S(=O)(=O)Nc2ccc(NC(C)=O)cc2)cc1OC
-47 | COc1ccccc1CNC(=O)CC1N=C2c3ccccc3N=C(SCc3ccc(F)cc3)N2C1=O (configuration not stated)
-6 | CCOC(=O)C1=C(C(F)(F)F)Nc2ncnn2C1c1ccc(OC)c(OC)c1 (configuration not stated)
-6 | CC(C)(O)C#Cc1ccccc1C(=O)NC(CC(N)=O)C(=O)O (configuration not stated)
-2 | O=c1[nH]c2ccccc2nc1Cc1ccc(Br)cc1
-73 | COc1ccc(S(=O)(=O)N=C2C=C(Nc3ccccc3)C(=O)c3ccccc32)cc1
-7 | O=C(Cn1c(=O)n(-c2ccc(F)cc2)c(=O)c2sccc21)Nc1ccc(F)cc1
-34 | CN(C)S(=O)(=O)c1cccc(C(=O)C2=C3SC=C(c4ccccc4)N3CC2)c1
0 | O=C(Nc1nc2c(Cl)cccc2s1)c1ccc(Br)o1
2 | CN(C)S(=O)(=O)c1ccc(C(=O)Nc2ccc(OCC(=O)N3CCOCC3)cc2)cc1
1 | C=CCNc1oc(COc2ccc(C)cc2)nc1C#N
-8 | Cc1csc(SCC(=O)Nc2c(C)n(C)n(-c3ccccc3)c2=O)n1
1 | CCCCC1=NN(C(=O)c2ccc(OC)cc2)C(O)(C(F)(F)F)C1 (configuration not stated)
-11 | O=c1c2c(nc3nc(SCc4ccccc4)[nH]n13)CCC2
-4 | CC(C)c1ccc(Nc2ccc(C(=O)O)cc2[N+](=O)[O-])cc1
-15 | Brc1ccccc1-c1nnc(COc2ncnc3c2cnn3-c2ccccc2)o1
-8 | COc1cc2c(=O)n(CCc3ccccc3)c(=O)n(CC(=O)c3ccccc3)c2cc1OC
-44 | O=C(Cc1cccs1)NC1CCCCCC1
-3 | O=C(c1ccco1)N1CCN(CC=Cc2ccccc2)CC1
-4 | CCOc1ccc(N=C2NC(=O)C(CC(=O)Nc3ccc(OC)cc3)S2)cc1 (configuration not stated)
-5&1 | CC(C)C(NS(=O)(=O)c1ccc(Br)s1)C(=O)O (configuration not stated)
-10 | O=C(O)CNC1=NCCC1
-1 | CC(C)NC(=O)Cn1nnc(-c2ccc(Cl)cc2)n1
1 | Cc1nc(NC(=O)c2cc3c(s2)CCCCC3)sc1C(=O)N(C)C
-2 | Cc1ccc(CNC(=O)c2cc(S(=O)(=O)N3CCC(C)CC3)ccc2F)cc1
-5 | Cc1cc(C(=O)n2nnc3ccccc32)ccc1[N+](=O)[O-]
-66 | O=C1Nc2cc(C(=O)N3CCN(Cc4ccc5c(c4)OCO5)CC3)ccc2NC1CSCc1ccccc1F (configuration not stated)
-12 | Cc1ccc2c(=O)c(C(=O)c3ccccc3)coc2c1
-3 | CN1C(=C2C(=O)OC(C)(C)OC2=O)Sc2ccccc21
2 | O=C(O)C(NS(=O)(=O)c1ccc([N+](=O)[O-])cc1)c1ccccc1 (configuration not stated)
-4 | COc1cc2c(C(=O)NCCCN3CCCC3=O)c3n(c(=O)c2cc1OC)CCc1ccccc1-3
-6 | COCCCNC(=O)c1cc(S(=O)(=O)N2CCOCC2)ccc1F
-14 | Cc1nc(NCCCN2CCOCC2)c2c3c(sc2n1)CCCC3
0 | CCOC(=O)C1CCCCN1Cc1ccc(F)c(Br)c1 (configuration not stated)
-4 | COc1ccc(N=c2oc3c(OC)cccc3cc2C(=O)NCc2ccco2)cc1OC
-5 | c1ccc(-n2nnnc2SCc2cn3ccccc3n2)cc1
-3 | COc1ccc(C(=O)NCC2OCCc3ccccc32)c(O)c1 (configuration not stated)
-10 | O=C(CC1N=C2c3ccccc3N=C(SCC(=O)c3ccc(F)cc3)N2C1=O)NCc1ccc(F)cc1 (configuration not stated)
-8 | Cc1ccc(C(O)(C(=O)N=c2ccccn2O)c2ccc(C)cc2)cc1
3 | O=C(O)CCC(=O)NC1CCCCCCC1
-7 | Cc1cc(C)n2c(SCCO)nnc2n1
-15 | Cc1noc(C)c1S(=O)(=O)Nc1ccc(C(=O)Nc2ccc(C(C)C)cc2)cc1
1 | O=C(CSCc1cnn(-c2ccccc2)c1-n1cccc1)NCc1cccs1
-7 | CC(=O)NCCNC(=O)C1CCC(Cn2c(=S)[nH]c3ccccc3c2=O)CC1 (configuration not stated)
3 | Cc1cc2c(cc1C)C(c1cc3c(cc1Cl)OCO3)CC(=O)N2 (configuration not stated)
2 | C=CCn1c(=O)/c(=C/c2ccc(Cl)cc2)s/c1=C(/C#N)c1nnc2n1CCCCC2
-7 | COC(=O)c1ccc(C2Oc3c(OC)cccc3C3CC(c4ccc(C)o4)=NN32)cc1 (configuration not stated)
-2 | CC1=C(C(=O)Nc2ccc(C)cc2C)C(c2cccs2)NC(=S)N1 (configuration not stated)
1 | CC1CC(C)CN(CC(=O)Nc2ccc(S(N)(=O)=O)cc2)C1 (configuration not stated)

(list continues)
14-3-3g Raf | compound
-2 | Cc1ccccc1C(=O)Nc1sc2c(c1C(=O)N1CCC(C)CC1)CCC2
-6 | CCCCCCc1ccc(OC(=O)c2cncc(Br)c2)cc1
-2 | COc1ccc(-c2nc(-c3ccc(NC(=O)c4ccc(Br)o4)cc3)no2)cc1OC
-12 | NS(=O)(=O)c1ccc(CCNC(=O)c2cnc3n(c2=O)CCS3)cc1
1&-1 | Cc1cc(NS(=O)(=O)c2ccc(NC(=O)C(C)N3C(=O)c4ccccc4C3=O)cc2)nc(C)n1 (configuration not stated)
-12 | O=C(Nc1cnn(Cc2ccc(F)cc2)c1)c1noc2c1CCCC2
6 | COC(=O)c1cccc(N2C(=O)C3C4C=CC(C5CC45)C3C2=O)c1 (configuration not stated)
5 | CCCC1=C(C(=O)OCC)C(c2ccc(O)cc2)n2ncnc2N1 (configuration not stated)
-12 | COCCCNC(=O)CCn1c(=O)c2ccccc2n(CC(=O)Nc2ccc(C)cc2C)c1=O
-1 | Cc1ccc(C)c(N2CCN(C(=O)c3cccn4c(=O)c5sccc5nc34)CC2)c1
-12 | O=C(CN1C(=O)CSc2ccc(S(=O)(=O)N3CCOCC3)cc21)NCCCN1CCCC1
6 | O=C(O)CCC(=O)Nc1ccc2c(c1)oc1ccccc12
3 | CC1(C)CC(=O)c2cc(C(=O)N3CCN(c4ccc(Cl)cc4)CC3)c(=O)n(-c3ccc(Cl)cc3)c2C1
-4 | CC1(Cc2cn(CCC#N)c3ccccc23)OCCO1
-15 | Cc1cc(C)cc(Oc2coc3cc(OCc4ccc(Cl)cc4)ccc3c2=O)c1
-26 | COc1ccc(C2=CC(c3ccc(OC)cc3)NC(=S)N2)cc1 (configuration not stated)
-4 | CC(C)(C)c1ccc(C(=O)Nc2ccc(NC(=O)c3cccs3)cc2)cc1
-3 | C/C=C/Cn1c(SCc2ccccc2)nc2c1c(=O)[nH]c(=O)n2C
-3 | CCOC(=O)C(Oc1ccc(=O)[nH]n1)C(C)=O (configuration not stated)
12 | COc1ccccc1Nc1cc(C(=O)NCCN2CCOCC2)c2ccccc2n1
-2 | O=C(O)CCC(C(=O)O)N1C(=O)c2ccccc2C1=O (configuration not stated)
1&-16 | N#Cc1c(N2CCN(C(=O)c3ccco3)CC2)nc(-c2ccccc2)c2c1CCCC2
-14 | Cc1cc(C)c(NC(=O)c2cc(S(=O)(=O)NCCc3ccc(Cl)cc3)ccc2F)c(C)c1
-8 | Cc1cccn2cc(CNC(=O)CC3CCCC3)nc12
-2 | COc1ccc(NC(=O)Nc2cccs2)cc1OC
-5 | Cc1cc(N2CCN(c3ccccc3)CC2)nc(-n2nc(C)cc2C)n1
-5&-8 | COc1ccc(S(=O)(=O)NC(CC(=O)N2CCc3ccccc32)c2ccco2)cc1 (configuration not stated)
-2 | O=C(CSc1nnc(-c2ccc(Cl)s2)o1)N1CCCCC1
-242 | Cc1cccc(C(=O)Nc2cc(-c3nc4ccccc4o3)ccc2C)c1
-2 | COc1ccc(C)cc1NC(=O)C1CCN(S(=O)(=O)c2cccc3cccnc23)CC1
2 | COCCn1c(SCC#N)nnc1-c1ccccc1O
-4 | CCc1ccc(C(=O)CC2(O)C(=O)Nc3c(C)cccc32)cc1 (configuration not stated)
-20 | Cc1cc2c(cc(C(=O)NCCCN3CCOCC3)n2Cc2ccc(Cl)cc2)o1
4 | CCC(c1nnnn1CCOC)N1CCN(c2cccc(C(F)(F)F)c2)CC1 (configuration not stated)
0 | COc1ccc(CCNC(=O)COc2cccc3ccccc23)cc1
-5 | O=C(CSc1nnc(COc2ccccc2)o1)Nc1nccs1
-2 | CCOc1ccccc1-c1nnc(SCC(=O)Nc2ccccc2)o1
7 | [O-][n+]1onc2c1C(N1CCOCC1)CCC2N1CCOCC1 (configuration not stated)
1 | O=C(NC1CCCc2ccccc21)c1cc2c(=O)[nH]c3ccccc3c2s1 (configuration not stated)
-4&-5 | COC(=O)c1ccc(CSc2nc3c(cnn3-c3ccccc3)c(=O)[nH]2)o1
-1 | CN(Cc1nc(-c2ccccn2)no1)S(=O)(=O)c1ccc(Br)cc1
-12 | CCn1c2ccccc2c2cc(NC(=O)c3ccccc3C)ccc21
-5 | CCOC(=O)C1=C(C)NC2=C(C(=O)C(C(=O)OC)C(C)C2)C1c1cc2c(cc1[N+](=O)[O-])OCO2 (configuration not stated)
2 | COc1ccc(C2N(C(CN3CCCCC3)=NS(=O)(=O)c3ccc(C)cc3)CCN2S(=O)(=O)c2ccccc2)cc1 (configuration not stated)
-6 | Cn1c(=O)oc2cc(S(=O)(=O)NCC3COc4ccccc4O3)ccc21 (configuration not stated)
-8 | O=C(Oc1ccc(F)cc1)c1cccc(C(=O)Oc2ccc(F)cc2)n1
4 | COc1ccc(S(N)(=O)=O)cc1C(=O)NCC1(N2CCCCC2)CCCCC1
-5 | Cc1ccc2cc3cc(C(=O)NCCCN4CCCCCC4)oc3nc2c1
-20 | Cn1c(Sc2ccc([N+](=O)[O-])cc2C(F)(F)F)nnc1-c1ccccc1
5 | O=C(NCCN1CCOCC1)c1ccncc1
-6 | Cc1ccc(N2CCSC2c2ccco2)cc1 (configuration not stated)
9 | CCOc1ccc(NC(=O)c2cccc(Br)c2)c([N+](=O)[O-])c1
0 | CN1CCN(Cc2nc3c(c(=O)n(C)c(=O)n3C)n2Cc2ccccc2Cl)CC1
13 | CCCSc1nc2c(c(=O)[nH]c(=O)n2C)n1CC
-15 | O=C(Nc1ccccc1-c1nc2ccccc2s1)c1ccc([N+](=O)[O-])cc1
-26&-75 | O=C(NC1CCCC1)c1cnn2c(C(F)(F)F)cc(-c3ccco3)nc12
9 | COc1ccc(Cn2c(=S)[nH]c3cc(C(=O)N4CCCCC4)ccc3c2=O)cc1
-1 | COc1ccc(N(C)C(=O)c2cn(CC(C)C)c(=O)c3cc(OC)c(OC)cc23)c(OC)c1
-3&-9 | CCn1c(=N)c(C(=O)OC)cc2c(=O)n3ccccc3nc21
-1 | CC(C)(C)OC(=O)NCCC(=O)Oc1ccc2ccc(=O)oc2c1

Shown tab-delimited: 6 of the compounds above
Structure	14-3-3g Raf
CN(Cc1nc(-c2ccccn2)no1)S(=O)(=O)c1ccc(Br)cc1	-1
CCn1c2ccccc2c2cc(NC(=O)c3ccccc3C)ccc21	-12
CCOC(=O)C1=C(C)NC2=C(C(=O)C(C(=O)OC)C(C)C2)C1c1cc2c(cc1[N+](=O)[O-])OCO2 (configuration not stated)	-5
COc1ccc(C2N(C(CN3CCCCC3)=NS(=O)(=O)c3ccc(C)cc3)CCN2S(=O)(=O)c2ccccc2)cc1 (configuration not stated)	2
Cn1c(=O)oc2cc(S(=O)(=O)NCC3COc4ccccc4O3)ccc21 (configuration not stated)	-6
O=C(Oc1ccc(F)cc1)c1cccc(C(=O)Oc2ccc(F)cc2)n1	-8

Later entries
14-3-3g Raf | compound
3 | Cc1nc(SCC(=O)Nc2cccc(Cl)c2)n[nH]1
-4 | COCCOC(=O)c1ccc(NC(=O)C(C)(C)C)cc1
-8 | CC(Oc1ccccc1)C(=O)Nc1ccc(S(=O)(=O)N2CCOCC2)cc1 (configuration not stated)
-3 | Cc1ccc2cc(CN(CCN3CCCC3)C(=O)Nc3ccc(F)cc3)c(=O)[nH]c2c1C
0 | CC(=O)Nc1cccc(NC(=O)c2cc([N+](=O)[O-])ccc2Cl)c1
2 | CC(C)CN(CC(C)C)S(=O)(=O)c1cc([N+](=O)[O-])ccc1N1CCC(C(N)=O)CC1
-3 | CN(CC(=O)NC1CCCC1)S(=O)(=O)c1cccs1
1 | COc1ccc(Cc2n[nH]c(=S)[nH]c2=O)cc1OC
-1 | CCOC(=O)c1cc2c(c(CSc3nc4ccccc4c(=O)n3CC3CCCO3)c1)OCOC2 (configuration not stated)
-100 | COc1cccc2c1OC(c1ccc(SC)cc1)N1N=C(c3ccco3)CC21 (configuration not stated)
-2 | Cc1nc2sccn2c1-c1nc(C2CC2)c(C(=O)c2ccc3c(c2)NC(=O)CO3)s1

This is a subset, so the mix of outcomes need not match the whole.
